GPR151 activ = human GPR151 activation; 650,000 compounds, 1% hits; PathHunter beta-arrestin GPR151 cells, luminescence; AID 1508602; activation, % at 11.2 µM; in the data active = activation above about 4.9%;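 also: 0% = median of compound wells and 100% = cells with positive control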
Target sequence (Q8TDV0 whole entry, looked up): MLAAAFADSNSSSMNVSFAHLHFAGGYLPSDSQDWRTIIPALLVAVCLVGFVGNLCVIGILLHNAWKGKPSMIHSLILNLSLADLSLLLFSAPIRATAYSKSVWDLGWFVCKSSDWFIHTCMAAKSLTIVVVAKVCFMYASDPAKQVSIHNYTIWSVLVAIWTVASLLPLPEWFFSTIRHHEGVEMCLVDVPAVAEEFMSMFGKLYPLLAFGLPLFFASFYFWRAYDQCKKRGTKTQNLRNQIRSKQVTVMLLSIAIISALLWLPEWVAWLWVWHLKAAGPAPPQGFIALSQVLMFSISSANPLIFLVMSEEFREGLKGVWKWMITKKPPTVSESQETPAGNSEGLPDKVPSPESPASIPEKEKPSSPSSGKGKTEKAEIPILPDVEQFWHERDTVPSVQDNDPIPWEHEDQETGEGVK
TEAD-YAP block = TEAD-YAP interaction inhibition | 640,000 compounds, 1.4% hits | HEK-TIYL cells, TEAD-Gal4/YAP UAS-luciferase luminescence | AID 1259422 | inhibition, % at 9.12 µM; in the data active = inhibition above about 32%;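 also: 0% = median of test compound wells and 100% = reference inhibitor wells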
FBW7 act = activators of human E3 ligase FBW7. AlphaScreen FBW7–phospho-cyclin E peptide binding, activator screen. normalized activity (activation), % at 26.1 µM. 650,000 compounds, 0.13% hits; in the data active = normalized activity above about 1.9%;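 also: purified mutant Fbw7 with reduced substrate affinity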
MITF inh = inhibitors of human MITF; O75030; AlphaScreen MITF homodimerization, bead proximity signal; inhibition, % at 2.6 µM; 650,000 compounds, 0.91% hits; in the data active = inhibition above about 50%;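 also: 0% = vehicle wells with protein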
Target sequence (O75030 whole entry, looked up): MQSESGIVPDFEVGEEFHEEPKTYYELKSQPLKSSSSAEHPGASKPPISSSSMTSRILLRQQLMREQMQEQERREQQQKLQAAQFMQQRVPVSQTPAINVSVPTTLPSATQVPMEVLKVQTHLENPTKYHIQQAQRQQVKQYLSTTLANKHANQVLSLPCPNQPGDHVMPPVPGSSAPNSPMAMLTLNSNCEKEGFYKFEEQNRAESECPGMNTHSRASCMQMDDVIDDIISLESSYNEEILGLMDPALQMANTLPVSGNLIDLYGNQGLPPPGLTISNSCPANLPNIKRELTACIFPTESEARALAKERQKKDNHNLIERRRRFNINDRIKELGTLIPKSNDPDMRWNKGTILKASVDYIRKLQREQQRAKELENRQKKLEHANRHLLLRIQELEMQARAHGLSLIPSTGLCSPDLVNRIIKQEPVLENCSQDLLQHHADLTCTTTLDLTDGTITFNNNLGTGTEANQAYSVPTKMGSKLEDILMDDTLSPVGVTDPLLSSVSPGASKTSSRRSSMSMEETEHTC
The depositor's hits bear a star. Rows were taken by chance, and some 3.4% of all compounds hit somewhere here.

SMILES | GPR151 activ | TEAD-YAP block | FBW7 act | MITF inh
CC(=O)C1=C(C)NC(SCC(N)=O)=C(C#N)C1C (configuration not stated) | 0.8 | -4 | -0.1 | -1
CN(C)Cc1ccccc1-c1cccc(OC2CCN(S(C)(=O)=O)CC2)c1 | -3.1 | 0 | 0.1 | 2
NC(=S)N/N=C/c1ccc(OC(=O)c2ccco2)cc1OC(=O)c1ccco1 | -1.4 | -5 | -0.1 | -14
CCOC(=O)c1ccc(NC(=O)c2cc3cc(Br)cc(OC)c3oc2=O)cc1 | -0.3 | 5 | -0.1 | 8
Cc1ccc2cc(CN(Cc3cccs3)C(=O)C3CCCO3)c(=O)[nH]c2c1 (configuration not stated) | 0.8 | -8 | -0.1 | 8
Cc1cccc2c1N(CC(C)C)C(=O)C2=O | 0.4 | 8 | 0.3 | 19
COc1ccc([C@@H]2Nc3ccccc3[C@@H]3C=CC[C@@H]32)cc1[N+](=O)[O-] | -0.1 | -4 | -0.2 | 7
CC(C)C(=O)NCCc1nnc2n1CCN(C(=O)CSc1ccccc1)CC2 | 0.5 | 9 | 0.0 | -6
CS(=O)(=O)N1CCN(C(=O)Cc2ccccc2Cl)CC1 | 1.1 | 8 | 0.1 | 12
CC(=O)Nc1ccc(Br)cc1-c1nc2cc3ccccc3cc2[nH]c1=O | -0.6 | 12 | 0.3 | -7
Cc1nn(-c2ccccn2)c2c1-c1nc(N3CCOCC3)ncc1CC2 | 3.6 | 2 | 0.0 | -14
CC(C)(C)C(=O)N1CCc2nc3ccccc3c(C(=O)O)c2C1 | 0.1 | 0 | 0.0 | -7
CCOC(=O)C1=C(C)N=c2s/c(=C\c3ccc(-c4ccccc4C(=O)O)o3)c(=O)n2C1c1ccc(N(C)C)cc1 (configuration not stated) | -0.1 | 8 | -0.3 | 23
O=C(NCCCS(=O)(=O)N1CCc2ccccc2C1)c1ccccc1F | 1.2 | -8 | -0.1 | -1
Cc1ccc(C(=O)Nc2nnc(S(=O)(=O)N(C)Cc3ccco3)s2)cc1 | -0.3 | -16 | 0.0 | -4
S=c1n(-c2ccccc2)cnn1CN1CCN(c2ccccn2)CC1 | -0.6 | 5 | 0.0 | 10
CCN(CC)C(=O)Cn1c(C)cc2ccccc2c1=O | -1.3 | 5 | 0.0 | -30
Cc1ccc(NC(=O)/C=C\C(=O)O)cc1I | -0.3 | 1 | -0.2 | 8
CCC(CO)Nc1ccc2ncc(-c3ccccc3)n2n1 (configuration not stated) | -1.0 | 34* | 0.8 | -15
O=C(Nc1ccccc1-c1ccccc1)N1CCC(CO)(CC2CCCCO2)CC1 (configuration not stated) | 1.1 | -7 | 0.3 | 11
COc1ccc(NC(=O)CN2C(=O)C(C)Oc3ccc(C)cc32)cc1 (configuration not stated) | -1.5 | 5 | 0.2 | 23
CCOCCCNC(=O)CCc1nnc2ccc(N(CC)CC)nn12 | -0.7 | -4 | 0.3 | 10
CCOc1cc(S(=O)(=O)N2CCc3ccccc32)ccc1Br | -0.5 | 3 | 0.6 | -6
CCN(C(=O)c1cccs1)c1nnc(-c2ccncc2)s1 | 0.8 | -32 | -0.4 | 13
COc1ccc(NC(=O)Cc2c(C(=O)O)n(C)c3ccccc23)c(OC)c1 | 0.3 | 7 | 0.0 | 25

An excerpt of these results, with tabs:
SMILES	GPR151 activ	TEAD-YAP block	FBW7 act	MITF inh
CCC(CO)Nc1ccc2ncc(-c3ccccc3)n2n1 (configuration not stated)	-1.0	34*	0.8	-15
CC(C)(C)C(=O)N1CCc2nc3ccccc3c(C(=O)O)c2C1	0.1	0	0.0	-7
NC(=S)N/N=C/c1ccc(OC(=O)c2ccco2)cc1OC(=O)c1ccco1	-1.4	-5	-0.1	-14
CC(=O)Nc1ccc(Br)cc1-c1nc2cc3ccccc3cc2[nH]c1=O	-0.6	12	0.3	-7
S=c1n(-c2ccccc2)cnn1CN1CCN(c2ccccn2)CC1	-0.6	5	0.0	10

Remaining list, next part
SMILES | GPR151 activ | TEAD-YAP block | FBW7 act | MITF inh
Cc1ccc(Cl)c2c1NC(=O)C2(O)CC(=O)c1ccco1 (configuration not stated) | -0.1 | 7 | 0.3 | 13
O=C(COc1cccc([N+](=O)[O-])c1)Nc1nccs1 | -0.2 | -30 | 0.0 | 8
CN1CCN(c2ccc(-c3ccc(C(=O)Nc4ccc(N5CCOCC5)cc4)s3)cc2)CC1 | 2.8 | 8 | 1.0 | 13
COC(=O)CSc1nc2c(c(=O)n(C)c(=O)n2C)n1CCC(C)C | -1.2 | -2 | 0.1 | -11
O=C(NC(=S)Nc1ccc2oc(-c3cccc(Br)c3)nc2c1)c1ccco1 | 1.7 | -13 | -0.1 | -4
O=C(Nc1ccc(Cl)cc1)NC1(C(=O)NCCCN2CCOCC2)CCCCC1 | -1.8 | 9 | 0.2 | -5
CN1CCN(C(=O)CC2CSc3nc4c(cnn4-c4ccccc4)c(=O)n32)CC1 (configuration not stated) | 1.2 | -2 | -0.1 | -8
O=C(N[C@H]1C[C@H]2C(=O)N[C@@H](COCc3ccccc3)C(=O)N2C1)c1ccc(Cl)c(Cl)c1 | -0.5 | -24 | 0.1 | -4
COc1cc2[nH]c(Cl)c([N+](=O)[O-])c2cc1OC | 0.1 | 14 | 0.0 | 13
COC(=O)C1CCN(C(c2cccc(F)c2)c2sc3nc(C)nn3c2O)CC1 (configuration not stated) | 1.7 | -3 | -0.2 | -7
Cc1cc(C)nc(SCc2ccc(C(=O)NNC(=O)Nc3ccc(Cl)cc3)cc2)n1 | 1.5 | 6 | 0.0 | -5
Cc1ccc(S(=O)(=O)Nc2ccc(Cl)c(C(F)(F)F)c2)cc1C(N)=O | -0.4 | 0 | 0.1 | 4
CCOC(=O)c1sc2nc(SCC(=O)NCCc3ccccc3)n(Cc3ccc4c(c3)OCO4)c(=O)c2c1C | 1.7 | 3 | 0.0 | 4
COC(=O)c1c(NC(=O)c2cc(-c3ccc(C)s3)nc3ccccc23)sc(C)c1C | -0.6 | 0 | -0.1 | 11
CN(C)CCCNCCCOc1cccc2ccccc12 | 1.5 | 0 | 0.3 | 14
COc1ccc(-c2cnc(=O)n(Cc3cccc(C(F)(F)F)c3)c2)cc1 | -0.4 | -5 | 0.0 | -11
CCn1ncc(C2=NOC(C(=O)Nc3cc(C)ccc3O)C2)c1C (configuration not stated) | -0.7 | 3 | -0.2 | 7
O=C(CSc1nnc(Nc2ccccc2)s1)Nc1ccc2[nH]c(=O)[nH]c2c1 | -1.4 | -6 | -0.1 | 3
O=C(/C=C/c1ccc2nccnc2c1)c1ccccc1 | 1.4 | -10 | 0.1 | 2
O=C1CSC(c2cccc(F)c2)N1c1ccc(Cl)c(Cl)c1 (configuration not stated) | 1.1 | -2 | -0.1 | 2
CSc1nc2n(n1)C(c1ccccc1F)C1=C(CCCC1=O)N2 (configuration not stated) | -0.6 | -12 | 0.0 | 13
CCOC(=O)C1=C(C)Nc2nc(C)nn2C1c1ccc(OCC)c(OC)c1 (configuration not stated) | 1.9 | -11 | 0.4 | -12
CC(C(=O)O)n1cnc2sc3c(c2c1=O)CCCC3 (configuration not stated) | 1.9 | 5 | -0.1 | 6
CCN(CCCNC(=O)c1ccc(-n2c(=S)[nH]c3ccccc3c2=O)cc1)c1cccc(C)c1 | -0.6 | -7 | 0.2 | 1
COc1ccc(-c2nnc3n2N=C(c2ccccc2)CS3)cc1 | -1.2 | 0 | 0.2 | 14

Shown with each value named: entries from further up.
Cc1ccc(S(=O)(=O)Nc2ccc(Cl)c(C(F)(F)F)c2)cc1C(N)=O
- GPR151 activ: -0.4
- TEAD-YAP block: 0
- FBW7 act: 0.1
- MITF inh: 4

CCOC(=O)c1sc2nc(SCC(=O)NCCc3ccccc3)n(Cc3ccc4c(c3)OCO4)c(=O)c2c1C
- GPR151 activ: 1.7
- TEAD-YAP block: 3
- FBW7 act: 0.0
- MITF inh: 4

COC(=O)c1c(NC(=O)c2cc(-c3ccc(C)s3)nc3ccccc23)sc(C)c1C
- GPR151 activ: -0.6
- TEAD-YAP block: 0
- FBW7 act: -0.1
- MITF inh: 11

CN(C)CCCNCCCOc1cccc2ccccc12
- GPR151 activ: 1.5
- TEAD-YAP block: 0
- FBW7 act: 0.3
- MITF inh: 14

(continued)
SMILES | GPR151 activ | TEAD-YAP block | FBW7 act | MITF inh
CN(Cc1ccc(C(=O)NCc2ccsc2)c(=O)[nH]1)C1CCCCC1 | -1.8 | -17 | -0.2 | -1
CCCOc1ccc(/C=N/Nc2ccccn2)cc1OC | -1.0 | -48 | -0.3 | 8
CCN(CC)c1ccc(NC(=O)c2ccccc2NC(=O)c2ccccc2)cc1 | 1.9 | -9 | -0.3 | 0
O=C(CCCl)Nc1nc2ccccc2s1 | -0.3 | -2 | -0.1 | 3
COc1ccc(C2Nc3ccccc3C(=O)N2c2cccc3ccccc23)cc1COc1ccc(Cl)cc1 (configuration not stated) | 1.9 | -31 | 0.7 | 15
CCN(CC)CC#CC1(OC(C)=O)CCCCC1 | 0.6 | 5 | -0.1 | -3
COc1ccccc1Nc1nc(C)nc2sc3c(c12)CCC3 | -1.3 | 6 | 0.1 | 9
Cn1c(=O)c2c(nc(NCc3ccc4c(c3)OCO4)n2Cc2ccc(Cl)cc2Cl)n(C)c1=O | 0.2 | -3 | -0.2 | 14
CCOC(=O)C1=C(C)NC(=O)N(C(C)=O)C1c1cccs1 (configuration not stated) | 0.9 | -1 | 0.7 | -11
Cc1noc(C)c1S(=O)(=O)N1CCCC(C(=O)NCc2cccnc2)C1 (configuration not stated) | 0.5 | 3 | 0.1 | 15
Cc1ccc(Cn2c(=O)c3c(ncn3C)n(C)c2=O)cc1 | -2.5 | -10 | 0.1 | -8
Cc1nn(C)c(C)c1-c1ncc(C(=O)Nc2ccc(N3CCOCC3)cc2)s1 | 0.4 | -8 | -0.1 | 2
O=S(=O)(CCc1nc2ccccc2s1)c1ccc(Br)cc1 | 0.5 | -1 | -0.1 | -10
Cc1nc(SCC(=O)N2CCC(C)CC2)c2c3c(sc2n1)CCC3 | 0.2 | -3 | -0.2 | 0
C=CCN(CC=C)C(=O)COc1ccccc1C(N)=O | -0.2 | 2 | 0.0 | 8
CCCCOc1ccc(CNn2c(-c3ccc(F)cc3)nc3ccccc3c2=O)cc1 | 1.0 | 2 | 0.0 | -3
COCCn1c(O)c(C=NCC(N)=O)c(=O)[nH]c1=S | 0.8 | -5 | 0.0 | 5
Nc1nc2cc3sc(N)nc3cc2s1 | -0.3 | -11 | 0.0 | -4
COc1ccc(/C(C)=N/NC(=O)c2cc(Br)ccc2O)c(OC)c1 | -2.7 | -23 | -0.1 | -7
CCCC(=O)c1cc(F)c(N2CCN(CCC#N)CC2)cc1C | 0.8 | 0 | -0.1 | -5
Cc1ccc(N(C)C(=O)C2CCCN2S(=O)(=O)c2cccc3nsnc23)cc1 (configuration not stated) | 4.5 | 8 | 0.0 | 1
O=C(Nc1cccc(-c2cn3cccnc3n2)c1)c1cc2ccccc2oc1=O | 0.0 | -9 | 0.2 | 13
CC(C)c1ccc(NC(=O)C2CC(=O)N(c3ccc(Br)cc3)C2)cc1 (configuration not stated) | 0.5 | 5 | 0.0 | -5
O=C1COc2ccc(C(F)(F)F)cc2N1 | 2.3 | -6 | -0.1 | -7
CCSc1nnc(NC(=O)CSc2nnc(NC(=O)c3ccccc3)s2)s1 | 1.2 | 5 | 0.1 | -8

The results go on:
SMILES | GPR151 activ | TEAD-YAP block | FBW7 act | MITF inh
O=S(=O)(c1ccc(Cl)cc1)N1CCN(Cn2nnc(-c3ccccc3)n2)CC1 | -1.5 | 4 | 0.0 | -2
CC(C)(C)c1nnc(NC(=O)c2cccc(I)c2)s1 | -0.2 | -12 | 0.6 | -2
CC(=O)Nc1cc2nc3[nH]c(=O)n(C4CCCCCC4)c(=O)c3nc2cc1C | -0.8 | -2 | -0.1 | 2
CCCCCCn1c(C(C)O)nc2ccccc21 (configuration not stated) | -0.1 | 5 | 0.1 | -1
COc1ccc(-c2nc3ccc(C(=O)N4CCCC4)cc3nc2-c2ccc(OC)cc2)cc1 | -0.4 | -1 | 0.1 | -1
COC(=O)C1=C(C)N(C)C(=S)NC1c1ccc(OCc2ccccc2)c(OC)c1 (configuration not stated) | 2.3 | -9 | 0.1 | -4
COc1cc(N=CN(C)C)c(C)cc1[N+](=O)[O-] | -1.1 | 6 | 0.3 | 7
Cc1ccc(-c2cn3c4ccccc4nc3n2CCN2CCCC2)cc1 | 0.6 | -8 | 0.3 | 15
CCOC(=O)c1c(C)oc2ccc(OC(=O)c3ccc([N+](=O)[O-])cc3)cc12 | 0.5 | -4 | -0.2 | 9
FC(F)(F)c1cccc(CNc2ccnc(Nc3ccc(-n4ccnc4)cc3)n2)c1 | 2.8 | 36* | -0.1 | 7
COCCCn1c(=O)[nH]c2ncc(-c3ccccc3OC)nc21 | 0.7 | 5 | -0.4 | 9
O=C(Cn1nnc(-c2ccc(F)cc2)n1)Nc1ccc(OC(F)(F)F)cc1 | 1.7 | 6 | 0.0 | -2
Nn1c(=O)c2ccccc2n2c(SCC(=O)NC3CCCCC3)nnc12 | -0.4 | -7 | 0.0 | -2
O=S(=O)(NCCNS(=O)(=O)c1cccs1)c1cccs1 | -0.8 | 0 | 0.0 | -25
COc1ccc(C2C(C(=O)Nc3ccc(Oc4ccccc4)cc3)c3cc(OC)c(OC)cc3C(=O)N2C)cc1OC (configuration not stated) | -0.1 | -13 | 0.8 | 6
CC1CC(=O)NN=C1c1ccc2nc(COc3ccccc3O)[nH]c2c1 (configuration not stated) | -0.4 | -12 | -0.3 | -7
Cc1ccccc1C1C(/C=c2/sc3nc4ccccc4n3c2=O)=C(c2cccs2)Oc2ccccc21 (configuration not stated) | 0.1 | -3 | 0.2 | 2

Assay outcomes (PubChem)
